Screening data (PubChem)
HKDC1 inhibitor = blocks human hexokinase HKDC1 activity | 0.16% of 340,000 active | inhibition, % at 20 µM | recombinant HKDC1, G6PDH/diaphorase resazurin coupled fluorescence | Q2TB90;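 active = inhibition above about 35% when tested at 20 µM, limit read from the data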;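 also: plate controls were DMSO wells with enzyme for no effect and DMSO wells lacking enzyme for full effect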
Target sequence (Q2TB90 whole entry, looked up): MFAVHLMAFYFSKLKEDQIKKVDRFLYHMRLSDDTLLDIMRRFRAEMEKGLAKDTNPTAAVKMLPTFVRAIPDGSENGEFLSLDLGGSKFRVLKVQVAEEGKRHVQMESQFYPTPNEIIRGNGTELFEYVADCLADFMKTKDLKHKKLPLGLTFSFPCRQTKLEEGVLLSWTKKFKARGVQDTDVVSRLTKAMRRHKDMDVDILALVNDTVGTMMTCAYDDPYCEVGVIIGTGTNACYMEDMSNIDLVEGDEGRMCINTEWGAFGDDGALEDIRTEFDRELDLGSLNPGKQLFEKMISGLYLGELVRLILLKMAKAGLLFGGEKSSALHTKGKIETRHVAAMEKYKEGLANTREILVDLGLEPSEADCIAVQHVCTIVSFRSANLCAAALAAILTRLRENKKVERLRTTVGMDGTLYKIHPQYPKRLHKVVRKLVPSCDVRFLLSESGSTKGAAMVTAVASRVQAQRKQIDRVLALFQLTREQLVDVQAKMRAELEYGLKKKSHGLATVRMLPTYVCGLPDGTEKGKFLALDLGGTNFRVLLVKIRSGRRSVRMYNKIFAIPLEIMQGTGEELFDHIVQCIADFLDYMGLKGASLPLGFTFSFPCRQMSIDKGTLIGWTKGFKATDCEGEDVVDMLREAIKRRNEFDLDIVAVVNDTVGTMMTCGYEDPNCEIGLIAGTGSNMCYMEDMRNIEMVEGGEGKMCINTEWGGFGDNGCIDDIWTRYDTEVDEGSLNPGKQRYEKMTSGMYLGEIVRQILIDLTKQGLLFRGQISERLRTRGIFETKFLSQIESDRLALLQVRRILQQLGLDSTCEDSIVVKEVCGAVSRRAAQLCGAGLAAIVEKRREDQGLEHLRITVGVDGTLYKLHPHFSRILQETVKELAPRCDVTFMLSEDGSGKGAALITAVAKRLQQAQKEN
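Test system: Recombinant HKDC1 (HK5) hexokinase enzyme, produced in-house | Input: HKDC1 at 5 µg/mL | Buffer or medium: Tris pH 8.0 buffer with MgCl2, Tween-20, BSA, BME | Schedule: 90 min reaction incubation at room temperature, dark | Technique: Resazurin-to-resorufin fluorescence via G6PDH and diaphorase coupling, 525/613 nm | Controls: DMSO wells with and without enzyme mix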
SENP8 block = SENP8 (human) protease inhibition; 0.64% of 360,000 active; recombinant SENP8, Nedd8 substrate fluorescence; inhibition, % at 20 µM; AID 602440; Q96LD8; in the data active = inhibition mostly above about 40%, no sharp cut-off; inactive = mostly below about 27%
MPTP block = blocks calcium-induced mitochondrial swelling; isolated mouse mitochondria, Ca2+ swelling absorbance, 30 min; inhibition, % at 10 µM; 1.4% of 360,000 active;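 active = inhibition of 50% or more, scaled per plate between neutral and stimulator controls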;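 also: 0% = DMSO wells given calcium and 100% = 1 mM EGTA wells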
PfGluPho inh = PfG6PD (Plasmodium falciparum) enzyme inhibition; PfGluPho enzyme, NADPH resazurin-diaphorase fluorescence; inhibition, % at 20 µM; 0.78% of 350,000 active; AID 504690;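 active = inhibition reaching at least a set limit at 20 µM in the primary screen, cut at about 59% in these data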;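 also: 0% = DMSO wells with substrate and 100% = DMSO wells lacking glucose-6-phosphate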
ATG4B inhibitor = inhibitors of human ATG4B cysteine protease; ATG4B cleavage of LC3-PLA2, NBD-HPC fluorescence, 1 h; inhibition, % at 8.33 µM; 0.51% of 340,000 active; in the data active = inhibition above about 40%
SENP7 inh = blocks the human protease SENP7. Q9BQF6. recombinant SENP7, Z-RLRGG-aminoluciferin luminescence, 40 min. 1.5% of 330,000 active. inhibition, % at 5 µM. AID 434973;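 active = inhibition above about 50% at the single test dose, limit read from the data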;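 also: plate controls were DMSO with enzyme for no effect and no enzyme buffer wells for full effect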
SENP6 block = inhibitors of human SENP6 protease. Q9GZR1. Recombinant SENP6 catalytic domain, aminoluciferin luminescence. inhibition, % at 10 µM. 1.8% of 330,000 active;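 active = inhibition above about 50% at the single tested dose, limit read from the data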;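 also: plate controls were DMSO wells with enzyme for no effect and DMSO wells lacking enzyme for full effect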
GRIN3A LBD mod = modulators (binders) of human NR3A ligand-binding domain | NR3A LBD differential scanning fluorimetry, Tm shift; 0% = protein alone, 100% = glycine-bound protein | Tm shift relative to glycine control, % at 25 µM | 2.5% of 340,000 active | AID 1259313;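 active = melting temperature shift of at least 10% of the positive control shift, at one fixed dose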
* = called active by the depositor. Hits appear at their usual frequency (roughly 6.9% active in at least one column).

Compound,PfGluPho inh,ATG4B inhibitor,MPTP block,SENP8 block,SENP7 inh,GRIN3A LBD mod,HKDC1 inhibitor,SENP6 block
Cc1c(Cl)cccc1NC(=O)c1nc(C)n(-c2cc(OC(C)C)c(Cl)cc2Cl)n1,-1,9,6.3,14,13,1,9,10
NC(=S)N/N=C/c1ccccc1,-4,0,-0.5,7,2,-3,-11,0
CCOC(=O)N1CCC(N(CCOC)C(=O)Nc2ccc(Cl)c(Cl)c2)CC1,-8,-23,5.1,9,5,1,13,-12
CCOc1ccc(NC(=O)CN(C)S(=O)(=O)c2cccc3cccnc23)cc1,-6,20,-0.3,7,5,0,3,-9
O=C(Cc1ccc2c(c1)OCCO2)N1CCN(S(=O)(=O)c2cccc(Cl)c2Cl)CC1,3,-10,-0.4,7,6,1,-2,8
Cc1c(C(=O)NC(c2ccccn2)C(F)(F)F)oc2c(F)cccc12 (configuration not stated),-1,-5,1.1,6,5,-1,-3,-13
Cn1c(=O)oc2cc(S(=O)(=O)N3CCc4ccccc4C3)ccc21,-4,-4,-0.7,5,-2,-2,-4,8
COCCn1nnnc1C(c1cccc(C(F)(F)F)c1)N1CCN(Cc2ccccc2)CC1 (configuration not stated),-16,1,-0.8,25,2,0,-10,-11
CC(=O)c1ccc(OCCCCOc2ccc(C(C)=O)cc2)cc1,-8,5,0.6,10,-16,-2,1,-34
CCN(c1ccccc1)S(=O)(=O)c1ccc(Cl)c(NC(=O)CNCc2ccccc2OC)c1,20,5,-0.5,18,-2,-1,-2,11
COc1ccc(/C=C(\NC(=O)c2ccc(C)cc2)C(=O)NCCN2CCOCC2)cc1,-12,-2,-0.5,4,-2,-1,-5,-5
CC(C)(CN1CCNCC1)NS(=O)(=O)c1ccc(Cl)cc1,8,-8,0.4,8,-5,0,0,-5
CC1(C)CC(=O)C=C(Nc2ccccc2NC(=O)c2cnccn2)C1,1,-4,-0.7,33,-6,0,-7,-9
CC(C)(C)c1ccc(C(=O)Nc2ccc(C(=O)N3CCCC3)cc2)cc1,12,13,0.3,12,-9,-1,-3,-10
CCOc1ccc2nc(N3CCC(C(=O)NC4CCCCC4)CC3)sc2c1,-12,3,-0.7,14,-3,2,-3,1
CN(C(=O)COC(=O)Cn1cnc2c1c(=O)n(C)c(=O)n2C)C1(C#N)CCCCC1,3,-2,-0.3,4,0,3,-7,-21
CC(C)(C)NC(=O)/C(=C\c1ccc(Br)cc1)NC(=O)c1cccs1,-14,-7,-0.3,7,-19,1,2,-22
C=CCSc1nnc2c(n1)OC(c1c(C)[nH]n(-c3ccccc3)c1=O)Nc1ccccc1-2 (configuration not stated),-19,-2,-2.0,31,1,-1,1,9
O=C(COc1cccc(F)c1)Nc1nc(-c2cccnc2)cs1,2,5,-0.4,-38,6,-5,-1,-1
Cc1nnsc1C(=O)NC1CCCc2c1cnn2-c1ccc(C(C)(C)C)cc1 (configuration not stated),7,4,33,-7,4,2,3,0
CC(OC(=O)CCc1nc2ccccc2c(=O)[nH]1)C(=O)c1ccc(Br)cc1 (configuration not stated),2,-13,1.0,-10,5,-1,3,7
O=C(CCN1C(=O)c2ccccc2C1=O)N1CCN(Cc2ccc(Cl)cc2Cl)CC1,-4,5,0.3,20,6,-2,1,5
CCCCN(CC)Cc1c(O)ccc2c3c(c(=O)oc12)CCC3,-4,2,1.2,-427,7,-2,0,-2
COc1ccc(CC(=O)NNC(=O)c2ccncc2)cc1,-15,2,-1.1,14,-4,2,-11,-17
CC1=NN(c2ccccc2)C(=O)/C1=C\c1cn(-c2ccccc2)nc1C,-3,10,-1.2,29,3,-19,10,2
CN(C)C(CNc1ccc(S(C)(=O)=O)cc1[N+](=O)[O-])c1ccccc1 (configuration not stated),-7,-5,-0.2,34,6,2,3,65*
CCOc1ccc(S(=O)(=O)N2CCN(C(=O)CCOc3ccccc3C)CC2)cc1,0,-7,-1.8,6,5,2,3,7
O=C(O)CCn1c(=S)oc2ccccc21,-5,5,-0.6,6,1,1,3,1
Cc1ccc(C)c(CN2C(=O)c3ccccc3S(=O)(=O)c3ccc(C(=O)N4CCN(C)CC4)cc32)c1,3,0,-0.3,10,5,-1,-5,-1
COc1ccc(CNCCC(c2ccc(OC(C)C)cc2)C(C)C)cc1OC (configuration not stated),6,5,7.8,18,-6,3,-1,-4

Copied from the list.
CC(C)(C)c1ccc(C(=O)Nc2ccc(C(=O)N3CCCC3)cc2)cc1 – GRIN3A LBD mod = -1
CC(C)(C)NC(=O)/C(=C\c1ccc(Br)cc1)NC(=O)c1cccs1 – HKDC1 inhibitor = 2

(cont.)
Compound,PfGluPho inh,ATG4B inhibitor,MPTP block,SENP8 block,SENP7 inh,GRIN3A LBD mod,HKDC1 inhibitor,SENP6 block
C[C@H]1[C@H]2c3nc4ccccc4n3C[C@H]1ON2C1CCCCC1,9,-4,-1.6,12,2,-1,-2,1
O=C(COc1ccc2c(c1)OCO2)NCc1cccs1,3,-5,0.3,6,-3,-1,-5,-4
Cc1ccc(C(=O)N2CCN(S(=O)(=O)c3ccccc3C#N)CC2)cc1S(=O)(=O)N1CCOCC1,4,2,-0.4,9,-11,6,-3,-20
COC(=O)c1ccc(Cn2nnc3ccccc3c2=O)o1,6,-5,1.1,-27,-3,1,-9,-22
Cc1cc2ncn(S(=O)(=O)N3CCOCC3)c2cc1C,-5,-5,0.2,9,-13,-3,-9,-43
COCCC(=O)N(Cc1ccc2c(c1)OCO2)C(C(=O)NC1CCCCC1)c1ccncc1 (configuration not stated),-1,-11,0.7,5,9,0,-2,-3
Cc1ccc(-c2nc3ccccc3c(=O)n2CCCN2CCOCC2)cc1,1,-13,-0.1,-1,-5,-1,1,-3
O=C(c1ccc(Br)cc1)c1cc2ccc(O)cc2oc1=O,-18,4,1.1,-112,51*,-19,0,90*
O=C(Nc1ccccc1F)C1CCN(S(=O)(=O)c2cccnc2)CC1,-6,15,-0.6,5,7,3,-7,-27
O=C(Cn1nnc(-c2ccccc2)n1)N1CCN(S(=O)(=O)c2ccc(Cl)cc2)CC1,7,-13,1.1,11,0,-3,2,-20
CCOc1ccc(-c2cc(CCCC(=O)NCc3ccc(C)cc3)no2)cc1,-2,-9,2.3,-8,0,-4,-4,-10
O=C(NC(Cc1ccccc1)C(=O)O)/C(=C/c1ccc(Br)cc1)NC(=O)c1ccc(Br)o1 (configuration not stated),-22,6,-0.5,-34,3,-2,-2,-13
CCOc1ccccc1NC(=O)COC(=O)c1ccccc1SCC(=O)N1CCCC1,-11,-15,0.2,-5,-9,3,-2,-22
COc1cc(C)c(CNc2cc(C)cc(C)c2)cc1C,22,-6,2.3,9,-2,20*,11,-6
COC(=O)CNc1nc(Cl)nc(NC2CCCCC2)n1,5,-9,-1.5,9,9,-3,2,12
CC1CCN(C(=O)COc2cccc3c2CCN(C)C3=O)CC1,4,-4,-1.2,-1,5,1,-2,-11
O=C(O)/C=C/C(=O)c1ccc2c(c1)CCc1ccccc1-2,36,16,-0.4,-47,3,1,32,-4
CCC(C(=O)OC(C)C)c1ccc2ccccc2c1 (configuration not stated),17,-9,-1.9,17,-5,2,0,-6
O=C(NCC1CCCCC1)c1ccc(=O)[nH]c1,-15,6,-0.5,8,2,1,-2,-12
Cc1ccc(CN2CCNC(=O)C2CC(=O)N(C)C2CCOCC2)cc1 (configuration not stated),2,-1,-0.2,-104,5,-2,8,-4
Cc1nc2nc(SCC(=O)C(C)(C)C)[nH]c2cc1Br,18,1,-4.5,22,0,-7,1,1
CC1(C)CC(=O)N(CC(=O)NCc2ccccc2)c2ccccc2S1(=O)=O,0,-4,-0.6,5,-2,-2,-4,-7
O=C(CN1C(=O)NC2(CCOc3ccccc32)C1=O)c1ccc(F)c(F)c1 (configuration not stated),5,1,0.4,4,-8,0,2,3
CCOc1ccc(-c2n[nH]c(C)c2-c2ccccc2OC)c(O)c1,17,-15,2.0,28,2,-16,-1,-16
NC1=NC[C@H](Cc2ccc(O)cc2)N1CC1CCCCC1,4,-11,-0.5,7,-6,5,-1,-10
CS(=O)(=O)N(CC(=O)N/N=C/c1ccco1)c1ccccc1Br,-25,-1,-2.1,9,-3,-3,10,-19
O=C(O)c1ccc(CSc2ncnc3c2cnn3Cc2ccccc2)cc1,-51,-6,0.2,6,5,0,1,19
Cc1ccc(S(=O)(=O)N2CCOCC2)cc1C(=O)NC(=S)N(Cc1ccccc1)C(C)C,0,-1,1.4,22,0,4,-1,9
COc1cc(/C=N/NC(=O)c2ccc(COc3ccccc3Cl)o2)cc(Br)c1O,5,6,0.4,-157,-5,2,2,-19
Cc1ccc(CNC(=O)CCn2cc(-c3ccc(C)cc3)nc2CCN)cc1,16,-13,2.3,-4,-3,4,-4,-7
Cc1cccc(C(=O)Nc2ccc(S(=O)(=O)N3CCOCC3)cc2C)c1,-6,-1,-0.7,9,-3,0,-2,8
Cc1ccc2[nH]c(=O)c(Cc3ccccc3)c(O)c2c1,19,-10,-0.4,-71,8,-1,-8,11
CC(=O)Nc1sc2c(c1C#N)CCCCC2,-18,-3,2.3,15,5,-3,3,-6

Some of the entries above, reformatted.
> Cc1cc2ncn(S(=O)(=O)N3CCOCC3)c2cc1C
  PfGluPho inh: -5; ATG4B inhibitor: -5; MPTP block: 0.2; SENP8 block: 9; SENP7 inh: -13; GRIN3A LBD mod: -3; HKDC1 inhibitor: -9; SENP6 block: -43
> COCCC(=O)N(Cc1ccc2c(c1)OCO2)C(C(=O)NC1CCCCC1)c1ccncc1 (configuration not stated)
  PfGluPho inh: -1; ATG4B inhibitor: -11; MPTP block: 0.7; SENP8 block: 5; SENP7 inh: 9; GRIN3A LBD mod: 0; HKDC1 inhibitor: -2; SENP6 block: -3
> Cc1ccc(-c2nc3ccccc3c(=O)n2CCCN2CCOCC2)cc1
  PfGluPho inh: 1; ATG4B inhibitor: -13; MPTP block: -0.1; SENP8 block: -1; SENP7 inh: -5; GRIN3A LBD mod: -1; HKDC1 inhibitor: 1; SENP6 block: -3
> O=C(c1ccc(Br)cc1)c1cc2ccc(O)cc2oc1=O
  PfGluPho inh: -18; ATG4B inhibitor: 4; MPTP block: 1.1; SENP8 block: -112; SENP7 inh: 51*; GRIN3A LBD mod: -19; HKDC1 inhibitor: 0; SENP6 block: 90*

3 successive compounds from above:
Compound,PfGluPho inh,ATG4B inhibitor,MPTP block,SENP8 block,SENP7 inh,GRIN3A LBD mod,HKDC1 inhibitor,SENP6 block
Cc1cccc(C(=O)Nc2ccc(S(=O)(=O)N3CCOCC3)cc2C)c1,-6,-1,-0.7,9,-3,0,-2,8
Cc1ccc2[nH]c(=O)c(Cc3ccccc3)c(O)c2c1,19,-10,-0.4,-71,8,-1,-8,11
CC(=O)Nc1sc2c(c1C#N)CCCCC2,-18,-3,2.3,15,5,-3,3,-6

An excerpt from above in order of molar mass, low to high.
Compound,PfGluPho inh,ATG4B inhibitor,MPTP block,SENP8 block,SENP7 inh,GRIN3A LBD mod,HKDC1 inhibitor,SENP6 block
CCOc1ccc(-c2n[nH]c(C)c2-c2ccccc2OC)c(O)c1,17,-15,2.0,28,2,-16,-1,-16
Cc1ccc(S(=O)(=O)N2CCOCC2)cc1C(=O)NC(=S)N(Cc1ccccc1)C(C)C,0,-1,1.4,22,0,4,-1,9
O=C(NC(Cc1ccccc1)C(=O)O)/C(=C/c1ccc(Br)cc1)NC(=O)c1ccc(Br)o1 (configuration not stated),-22,6,-0.5,-34,3,-2,-2,-13
